# Tat transport: inhibitors of E. coli Tat protein transport. AID 488895. hit rate 0.036% among 340,000. inhibition, % at 10 µM. E. coli MC4100 TorA-mCherry Tat export, fluorescence;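 active = mean replicate inhibition at least 50% and at least half of replicates individually reaching 50%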;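 note: exported cargo escapes ClpAP degradation while cytoplasmic cargo is degraded and loses fluorescence; 0% = median of neutral control wells and 100% = median of NaSCN control wells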
# DSG3 Ab inh: human desmoglein-3 autoantibody binding inhibition; DSG3-coupled beads, scFv-anti-DSG3-GFP binding, flow cytometry; stronger effect = lower value; binding (percent of control), % at 10 µM; hit rate 0.48% among 310,000; AID 588358;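 active = binding more than 3 SD below its plate's average and above zero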;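 note: hits lower antibody fragment binding to DSG3; some compounds called inactive have numbers as strong as hits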
# Target sequence (P32926 whole entry, looked up, the tested form may be a part): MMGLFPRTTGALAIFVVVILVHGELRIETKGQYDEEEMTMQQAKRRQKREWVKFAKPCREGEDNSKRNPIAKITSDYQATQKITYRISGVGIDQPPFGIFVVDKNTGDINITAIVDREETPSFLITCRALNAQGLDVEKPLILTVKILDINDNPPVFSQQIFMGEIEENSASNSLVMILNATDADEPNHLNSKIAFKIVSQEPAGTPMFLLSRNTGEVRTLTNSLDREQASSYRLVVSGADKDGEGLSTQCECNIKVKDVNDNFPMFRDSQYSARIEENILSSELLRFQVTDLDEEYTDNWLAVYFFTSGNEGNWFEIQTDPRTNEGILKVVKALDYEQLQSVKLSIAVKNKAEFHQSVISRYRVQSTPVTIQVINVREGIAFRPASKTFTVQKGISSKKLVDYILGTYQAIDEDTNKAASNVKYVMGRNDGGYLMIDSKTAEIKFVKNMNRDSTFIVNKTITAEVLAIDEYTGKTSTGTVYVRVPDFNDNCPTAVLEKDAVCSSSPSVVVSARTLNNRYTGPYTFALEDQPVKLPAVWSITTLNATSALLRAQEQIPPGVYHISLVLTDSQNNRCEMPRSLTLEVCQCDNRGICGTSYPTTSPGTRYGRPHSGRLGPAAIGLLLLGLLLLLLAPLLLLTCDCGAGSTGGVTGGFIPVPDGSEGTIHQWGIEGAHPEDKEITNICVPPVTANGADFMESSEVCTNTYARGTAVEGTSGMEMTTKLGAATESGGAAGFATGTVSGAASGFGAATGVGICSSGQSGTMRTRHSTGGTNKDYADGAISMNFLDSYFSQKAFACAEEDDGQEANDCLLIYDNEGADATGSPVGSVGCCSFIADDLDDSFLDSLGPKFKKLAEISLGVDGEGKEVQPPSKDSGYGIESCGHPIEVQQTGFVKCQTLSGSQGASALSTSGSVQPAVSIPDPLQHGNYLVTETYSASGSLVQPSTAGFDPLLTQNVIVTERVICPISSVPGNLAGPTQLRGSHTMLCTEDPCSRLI
# E coli growth: bacterial growth inhibition, counter-screen for AddAB inhibitors | E. coli V3065 growth, OD600 absorbance, 18 h | inhibition, % at 11.9 µM | hit rate 0.27% among 330,000;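 active = inhibition above the campaign's mean inhibition across all tested compounds plus 3 SD, cut at about 9.9% in these data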;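 note: uninfected addAB+ strain grown without phage in ampicillin broth; 0% = DMSO wells and 100% = ciprofloxacin 0.95 µg/ml wells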
# PKA-R1A activ: PKA-R1A complex activation; activation, % at 11.4 µM; PKA-R1A dissociation, Cy5-IP20 fluorescence polarization; scaled: DMSO 0%, 113 µM cGMP 100%; P00514+P68181; hit rate 0.083% among 340,000;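 active = percent activation above the mean of all tested compounds plus 3 SD, cut at about 19% in these data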;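 note: higher means more PKAc released from R1A so a rise in polarization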
# AddAB inh: less growth of phage-infected E. coli with AddAB; E. coli expressing H. pylori AddAB, absorbance growth; inhibition, % at 11.9 µM; hit rate 0.29% among 330,000; in the data active = inhibition above about 12%;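 note: 0% = vehicle wells of infected cells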
# MOR-DOR ag: agonists of human mu-delta opioid receptor heterodimerization. cells, OPRM1-OPRD1 heterodimerization, luminescence. P35372+P41143. hit rate 0.3% among 340,000. activation, % at 9.3 µM; in the data active = activation above about 18%;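 note: 0% = vehicle-treated cells and 100% = reference agonist; values of inactives mirror those of a sister screen read the other way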
# phage Ecoli inh: E. coli growth loss with phage present. AID 651602. growth absorbance. hit rate 0.26% among 360,000. inhibition, % at 11.9 µM; in the data active = inhibition above about 11%
# PfHsp90 set2: inhibits growth of yeast expressing Plasmodium falciparum Hsp90; S. cerevisiae expressing PfHsp90, BacTiter-Glo ATP, 48 h; yeast lacking PDR1 and PDR3 efflux regulators; inhibition, % at 9.4 µM; hit rate 0.32% among 310,000; AID 504621;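 active = every replicate shows inhibition above about 80%, whatever the replicate mean, limit read from the data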;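 note: 0% = DMSO neutral controls and 100% = 20 µM radicicol positive controls; yeast relying on Plasmodium falciparum Hsp90 in place of its own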
# Mot1-301 SUMO: blocks SUMOylation pathway, rescuing yeast Mot1-301 growth; S. cerevisiae Mot1-301 growth rescue, ATP luminescence, 38.5C; percent above DMSO median, 100 means doubled; growth rescue, % at 18.8 µM; hit rate 1% among 320,000; AID 2716;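 active = every valid replicate shows activation above 250% relative to neutral control wells; inactive = the rest, any valid replicate at or below 250%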;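 note: OY570 slx delta 5 strain wells were the positive control but not used for scaling; some compounds called inactive have numbers as strong as hits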
# MOR-DOR inv ag: inverse agonist of human OPRM1-OPRD1 heterodimerization; inhibition, % at 9.3 µM; cell-based MOR-DOR heterodimer luminescence, inverse agonism; AID 504357; hit rate 0.21% among 340,000; in the data active = inhibition above about 22%, passing the limit was not always enough;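 note: 0% = cells with DMSO and 100% = wells without cells with DMSO; values of inactives mirror those of a sister screen read the other way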
# Arrestin-AP2 inh: human beta-arrestin and AP2 interaction inhibition | FITC-arrestin peptide / GST-AP2 beads, flow cytometry; AP2 beta2 appendage carries R879A mutation | inhibition, % at 10 µM | hit rate 0.31% among 340,000;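 active = inhibition above a set limit, near 3 SD of compounds lacking own fluorescence, cut at about 54% in these data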;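 note: plate controls were DMSO wells for no effect and 5 µM unlabelled arrestin peptide for full effect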
#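 System: GST-AP2 R879A bound to glutathione beads, E. coli-expressed. Also added: 50 nM FITC-arrestin peptide. Schedule: compound with beads 12 min RT, then probe 1 h RT. Signal: bead flow cytometry, FITC channel. Read-out basis: percent response.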
# Active calls of the source: *; / = not tested or not shown.
1: Cc1nn(C(C)C(=O)NCCCc2ccccc2)c(=O)c2nn(-c3ccccc3)c(C)c12 (centres undefined)
2: Cc1ccccc1C(=O)Nc1ccccc1C(=O)NCC(C)C
3: O=C(NCCNC1CCC(c2ccccc2)CC1)c1ccc(F)cc1 (centres undefined)
4: COc1ccccc1C(=O)Nc1ccnn1C1CCN(CCCC2CCCC2)CC1
5: COc1cc(NC(=S)N2CCC(C(O)(c3ccccc3)c3ccccc3)CC2)cc(OC)c1
6: COC(=O)CCCCC1SCC2NC(=O)NC21O (centres undefined)
7: CC(C)Nc1nc(Oc2ccc(Cl)cc2Cl)cc(C(F)(F)F)n1
8: CCOc1ccccc1N(CC(=O)NC1CCCCC1)C(=O)CNC(=O)c1ccco1
Compound,1,2,3,4,5,6,7,8
Tat transport,0,6,-12,2,3,-5,-17,-2
phage Ecoli inh,2.4,-0.6,3.6,-1.4,3.5,2.3,1.1,1.9
MOR-DOR ag,-4.3,0.7,4.5,-0.1,1.3,-2.3,1.5,-1.7
Arrestin-AP2 inh,-20,2,-18,42,6,-8,18,0
MOR-DOR inv ag,22,-4,-23,0,-9,14,-8,9
PfHsp90 set2,14,/,-9,24,19,-41,/,-110
DSG3 Ab inh,94,106,106,105,101,120,98,102
E coli growth,2.3,1.4,0.8,-2.3,0.7,0.1,1.6,-2.4
AddAB inh,1.5,4.0,4.4,1.2,-0.2,-0.5,2.5,2.7
Mot1-301 SUMO,4,-1,3,-3,-22,-6,524,17
PKA-R1A activ,-10,-11,-1,3,0,-3,14,-2

9: COC(=O)c1cc2sc(Cl)cc2n1CC(=O)NCC1CCCO1 (centres undefined)
10: COc1ccc(NCc2nnc(SCc3ccccc3)n2-c2ccc(OC)cc2)cc1
11: CCN(C(=O)c1cccs1)C1CCS(=O)(=O)C1 (centres undefined)
12: NC(Cc1ccccc1)C(=O)N1CCCCC1 (centres undefined)
13: NC(=O)C(c1ccc(Cl)cc1)c1ncc(C(F)(F)F)cc1Cl (centres undefined)
14: CCCCNC(=S)Nc1cc([N+](=O)[O-])ccc1C
15: COc1ccc(NC(=O)C2CCN(c3nc(C)cc(C)n3)CC2)cc1
16: CC(C)(C)OC(=O)N[C@H](C(=O)OC(C)(C)C)c1ccc(C(F)(F)F)cc1
Compound,9,10,11,12,13,14,15,16
Tat transport,-6,7,-5,9,40,-2,-1,1
phage Ecoli inh,1.9,1.7,1.4,0.4,1.5,2.8,0.1,4.0
MOR-DOR ag,-2.2,-0.1,-0.4,-0.8,-0.7,-2.2,0.1,1.2
Arrestin-AP2 inh,-6,-5,0,35,6,1,-1,9
MOR-DOR inv ag,13,1,2,3,4,11,0,-7
PfHsp90 set2,5,/,-4,-1,-35,-25,/,3
DSG3 Ab inh,99,101,92,98,114,97,/,104
E coli growth,-0.1,-0.7,/,0.2,0.5,-0.5,3.3,0.6
AddAB inh,1.6,1.5,/,1.0,0.9,-0.2,3.8,2.5
Mot1-301 SUMO,-3,-8,/,-4,210,-9,-19,-10
PKA-R1A activ,-10,0,-1,-5,-9,-3,-1,-9

# Records 7 through 13, quoted:
7: CC(C)Nc1nc(Oc2ccc(Cl)cc2Cl)cc(C(F)(F)F)n1
8: CCOc1ccccc1N(CC(=O)NC1CCCCC1)C(=O)CNC(=O)c1ccco1
9: COC(=O)c1cc2sc(Cl)cc2n1CC(=O)NCC1CCCO1 (centres undefined)
10: COc1ccc(NCc2nnc(SCc3ccccc3)n2-c2ccc(OC)cc2)cc1
11: CCN(C(=O)c1cccs1)C1CCS(=O)(=O)C1 (centres undefined)
12: NC(Cc1ccccc1)C(=O)N1CCCCC1 (centres undefined)
13: NC(=O)C(c1ccc(Cl)cc1)c1ncc(C(F)(F)F)cc1Cl (centres undefined)
Compound,7,8,9,10,11,12,13
Tat transport,-17,-2,-6,7,-5,9,40
phage Ecoli inh,1.1,1.9,1.9,1.7,1.4,0.4,1.5
MOR-DOR ag,1.5,-1.7,-2.2,-0.1,-0.4,-0.8,-0.7
Arrestin-AP2 inh,18,0,-6,-5,0,35,6
MOR-DOR inv ag,-8,9,13,1,2,3,4
PfHsp90 set2,/,-110,5,/,-4,-1,-35
DSG3 Ab inh,98,102,99,101,92,98,114
E coli growth,1.6,-2.4,-0.1,-0.7,/,0.2,0.5
AddAB inh,2.5,2.7,1.6,1.5,/,1.0,0.9
Mot1-301 SUMO,524,17,-3,-8,/,-4,210
PKA-R1A activ,14,-2,-10,0,-1,-5,-9

# Following part:
17: COc1cc(/C=C2/NC(=O)NC2=O)cc(Br)c1OCc1ccc(C(=O)O)cc1
18: CCOc1ccccc1NC(=O)CN1C(=O)COc2ccc(S(=O)(=O)N3CCOCC3)cc21
19: NS(=O)(=O)c1ccc(NC(=O)c2cccc(N3C(=O)c4ccccc4C3=O)c2)cc1
20: O=C(COC(=O)/C=C/c1cccc(F)c1)Nc1ccccc1-c1ccccc1
21: O=C(COC(=O)C1=COCCO1)Nc1cc(C(F)(F)F)ccc1Cl
22: COc1ccc(-c2cc(C(=O)N3CCN(c4ccccc4OC)CC3)no2)cc1
23: Cc1ccc(C(NC(=O)NCCCN2CCOCC2)=C(Cl)Cl)cc1F
24: COc1cc(CN2CCN(CC#Cc3ccccc3)CC2CCO)cc(OC)c1 (centres undefined)
Compound,17,18,19,20,21,22,23,24
Tat transport,-9,-10,-5,-8,-4,31,-5,6
phage Ecoli inh,4.2,-0.6,0.3,0.7,3.9,1.2,2.1,-3.2
MOR-DOR ag,0.2,1.4,0.1,0.3,-1.3,1.7,-2.5,1.4
Arrestin-AP2 inh,-5,-3,-4,3,2,-9,1,42
MOR-DOR inv ag,-1,-7,0,-2,6,-9,14,-7
PfHsp90 set2,-6,15,-14,-12,-26,39,-13,/
DSG3 Ab inh,96,/,97,/,103,111,105,116
E coli growth,1.1,-1.4,-0.8,-1.4,1.4,-0.1,-0.4,/
AddAB inh,1.4,3.9,1.5,0.7,5.0,3.2,-0.6,/
Mot1-301 SUMO,14,88,0,7,-19,-8,-8,-8
PKA-R1A activ,-11,-11,0,-2,2,5,-5,2

25: O=C(COC(=O)CSc1ccccc1)NNC(=O)c1ccc([N+](=O)[O-])cc1
26: COc1ccc(C(=O)NC2CC2)cc1OC1CCN(C/C=C/c2ccccc2)CC1
27: CC(NS(=O)(=O)c1ccc(CCC(=O)NCC2CCCO2)cc1)c1ccccc1 (centres undefined)
28: CCOC(=O)c1c(CN2CCCCC2)n(C)c2cc(Br)c(OC)cc12
29: Nc1nc(SCC(=O)NC2CCCCCC2)[nH]c(=O)c1-c1ccccc1
30: C=CCSc1nnc(NC(=O)c2nc(SCC)ncc2Cl)s1
31: O=C(c1cc(COc2ccccc2)on1)N1CCCC(CN2CCOCC2)C1 (centres undefined)
32: O=C(Nc1c[nH]c(=O)[nH]c1=O)c1cc([N+](=O)[O-])cc([N+](=O)[O-])c1
Compound,25,26,27,28,29,30,31,32
Tat transport,-5,-4,-5,-2,-4,-2,-4,5
phage Ecoli inh,-0.9,1.3,2.1,2.6,0.9,/,2.1,2.6
MOR-DOR ag,-1.2,0.8,-2.7,2.0,-0.1,0.4,-1.1,6.9
Arrestin-AP2 inh,8,-4,22,4,25,1,-15,-4
MOR-DOR inv ag,7,-4,11,-12,1,-2,6,-33
PfHsp90 set2,-11,-6,11,17,13,/,20,-8
DSG3 Ab inh,103,103,108,103,106,101,/,98
E coli growth,3.5,1.8,-1.6,0.7,1.6,-0.1,-1.6,-1.4
AddAB inh,2.0,-1.5,3.4,3.9,1.0,-0.2,1.7,-1.6
Mot1-301 SUMO,-2,7,-7,134,13,10,2,10
PKA-R1A activ,-7,4,-8,6,1,-24,-1,8

33: Cc1ccc[n+](CC(=O)c2ccc(Br)cc2)c1C
34: CC(C)=NNc1nc(-c2ccc([N+](=O)[O-])cc2)cs1
35: CS(=O)(=O)N1N=C(c2ccccc2)CC1c1ccc2c(c1)OCO2 (centres undefined)
36: CCc1ccc2c(c1)C(=O)C(=O)N2CC(=O)Nc1ccc(NC(=O)c2ccccn2)cc1
37: COC(=O)C(NC(=O)CCc1c(C)nc2ncnn2c1C)C(C)C (centres undefined)
38: COc1ccc(-c2cc(C(=O)N3CCN(c4ccccc4F)CC3)c3ccccc3n2)c(OC)c1
39: COc1ccc([C@H]2CC(=O)C=C(c3ccc(SC)cc3)C2)cc1
40: Cc1cn(C2OC(COC(=O)c3ccccc3)C(OC(=O)c3ccccc3)C2OC(=O)c2ccccc2)c(=O)[nH]c1=O (centres undefined)
Compound,33,34,35,36,37,38,39,40
Tat transport,-11,2,-8,-8,-2,9,3,-2
phage Ecoli inh,-1.5,1.4,-0.5,1.2,1.6,-0.2,0.1,1.2
MOR-DOR ag,-2.0,1.4,-0.4,-3.4,-3.1,-2.7,0.0,-0.8
Arrestin-AP2 inh,15,2,-7,4,12,5,8,2
MOR-DOR inv ag,10,-7,2,22,19,15,0,4
PfHsp90 set2,-11,-10,-22,6,0,104*,8,15
DSG3 Ab inh,113,/,/,80,/,112,103,/
E coli growth,-1.0,0.8,1.0,-0.2,-1.3,-0.3,2.5,-0.4
AddAB inh,3.8,1.4,0.5,1.2,1.0,1.5,1.8,-0.7
Mot1-301 SUMO,-5,-9,-5,9,6,0,3,/
PKA-R1A activ,3,-1,6,-2,-9,7,-6,-16

41: CCCCC(NC(=O)Cc1c(C)c2cc3c4c(oc3cc2oc1=O)CCCC4)C(=O)O (centres undefined)
42: O=C(N/N=C/c1cc2ccccc2nc1Cl)c1ccncc1
43: Cc1cc(=O)oc2cc(Oc3ncccc3[N+](=O)[O-])ccc12
44: O=C1Nc2ccccc2N(O)N1c1ccc(S(=O)(=O)N2CCCCCC2)cc1
45: COc1ccccc1NS(=O)(=O)c1cccc(C(=O)N/N=C/c2c(CO)cnc(C)c2O)c1
46: O=C(CCNS(=O)(=O)c1ccc(Br)s1)Nc1ccc(Cl)cc1
47: CCOc1ccccc1C(=O)N1CCN(C(c2ccccc2)c2ccccc2)CC1
48: CNS(=O)(=O)c1cccc(C(=O)OCC(=O)N2CCCC2)c1
Compound,41,42,43,44,45,46,47,48
Tat transport,4,6,0,-8,11,-15,14,-10
phage Ecoli inh,3.4,4.9,4.8,-0.3,0.5,3.7,0.3,2.9
MOR-DOR ag,-2.0,-0.6,-1.9,-0.9,-0.6,5.0,0.3,-0.5
Arrestin-AP2 inh,7,3,-8,0,7,-11,0,15
MOR-DOR inv ag,10,3,10,4,2,-23,-2,3
PfHsp90 set2,2,-5,-38,7,0,7,-59,-4
DSG3 Ab inh,102,99,99,96,100,131,101,108
E coli growth,-0.1,1.4,1.8,0.0,-2.8,1.5,-2.5,-0.6
AddAB inh,-2.2,3.9,3.0,4.3,-3.1,6.9,0.1,1.0
Mot1-301 SUMO,-8,-19,1,-13,13,-2,11,54
PKA-R1A activ,-9,-7,-15,-5,-3,-9,-5,3
